TAAR1 antagonist: antagonists of human TAAR1 | AID 624466 | inhibition, % at 3 µM | CHO RD-HGA16 TAAR1, Fluo-8 calcium fluorescence, antagonist | hit rate 1.5% among 360,000;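 active means inhibition above a per-plate cutoff, the mean inhibition of test compounds on that plate plus 3 SD, cut at about 49% in these data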;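 further: 0% = DMSO plus EC80 beta-PEA response and 100% = DMSO alone without agonist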
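Material: RD-HGA16 CHO cells with stable hTAAR1 and Gα16; Dosing: single nominal final test compound concentration of 3 µM; Schedule: seeding 17-24 h prior, 75-min 37 °C, 30-min RT dye loading; Detection: kinetic Fluo-8 calcium fluorescence measurement; Measure: % inhibition from peak post-agonist over basal fluorescence ratio; Benchmarks: vehicle and agonist controls.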
OXTR potentiate: potentiates the human oxytocin receptor response; activation, % at 3 µM; CHO-OTR cells, Fluo-8 calcium fluorescence, potentiator mode; 0% = oxytocin EC15, 100% = EC100; P30559; hit rate 0.061% among 320,000; AID 2445;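 active means activation above that plate's cutoff, the mean activation of tested compounds plus 3 SD, cut at about 6.6% in these data, passing the limit was not always enough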;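 further: 100% uses oxytocin at 75 nM as the full agonist control; some results filed as inactive read as strong as hits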
Target sequence (P30559 whole entry, looked up): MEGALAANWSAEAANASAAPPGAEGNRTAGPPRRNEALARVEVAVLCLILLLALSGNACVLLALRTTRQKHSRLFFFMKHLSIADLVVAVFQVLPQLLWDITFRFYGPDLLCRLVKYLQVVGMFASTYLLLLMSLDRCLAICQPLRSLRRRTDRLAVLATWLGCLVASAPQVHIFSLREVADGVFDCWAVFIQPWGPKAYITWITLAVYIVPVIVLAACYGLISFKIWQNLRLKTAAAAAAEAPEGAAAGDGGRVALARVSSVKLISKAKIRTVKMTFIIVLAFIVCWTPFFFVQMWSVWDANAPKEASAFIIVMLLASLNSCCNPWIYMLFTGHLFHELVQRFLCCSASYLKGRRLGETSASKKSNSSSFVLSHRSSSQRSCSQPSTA
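Assay system: CHO-OTR cells, human receptor / Also added: oxytocin at about EC15, sub-maximal agonist stimulus / Dosing: single dose, 3.0 µM nominal final compound concentration / Incubation: 6 min pre-incubation, 100 s read / Technique: Fluo-8 calcium dye fluorescence / Read-out: % activation vs EC15 and EC100 oxytocin / Benchmarks: EC15 oxytocin low, 75 nM oxytocin high / Replicates: singlicate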
CHO parental Ca: counter-screen: ATP calcium response change in parental CHO cells; parental CHO-K1, ATP-induced calcium, Fluo-8 fluorescence; inhibition, % at 5.6 µM; hit rate 0.63% among 330,000; AID 463079;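 active means inhibition above that plate's mean sample inhibition plus 3 SD, cut at about 26% in these data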;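 further: 0% = ATP-challenged DMSO wells and 100% = DMSO wells without ATP; some compounds past the cut are filed as inactive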
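material = parental CHO cells | also added = ATP as calcium-mobilizing challenge | dosing = single point at 5.6 µM | detection = intracellular calcium via Fluo-8 no-wash fluorescent dye | read-out = % inhibition | benchmarks = low control ATP plus DMSO, high control DMSO only | repeats = one well per compound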
CHO-K1 Ca ag: M1 agonist counterscreen hit in parental CHO-K1 cells; Fluo-8 calcium fluorescence; scaled to maximal ATP response, vehicle zero; activation, % at 3 µM; hit rate 0.48% among 360,000; AID 602248; in the data active means activation above about 15%;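 further: untransfected CHO-K1 host cells lacking M1 receptor as counterscreen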
CHRM1 agonist: human M1 muscarinic receptor agonism. hit rate 0.33% among 360,000. activation, % at 3 µM. CHO-K1 hM1, Fluo-8 calcium fluorescence, agonist mode; 0% DMSO, 100% acetylcholine EC100. P11229. AID 588814;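 active means activation above the run's mean compound activation plus 3 SD, cut at about 16% in these data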;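 further: peak over basal fluorescence ratio within a 140 s kinetic read after compound addition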
CHO-K1 Ca antag: counter-screen for M1 antagonists: effect in parental CHO-K1 cells; ATP-induced calcium, Fluo-8 fluorescence; inhibition, % at 3 µM; hit rate 0.6% among 360,000;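 active means inhibition above a per-plate cutoff, the plate's mean sample inhibition plus 3 SD, cut at about 24% in these data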;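 further: 0% = DMSO plus EC80 ATP and 100% = DMSO alone without ATP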
V1aR counter: V1a receptor agonism, counter-screen for OXTR agonists; P37288; CHO-V1R cells, Fluo-8 calcium fluorescence, agonist mode; 0% DMSO, 100% 3 nM vasopressin; activation, % at 3 µM; hit rate 0.25% among 320,000;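 active means activation above the mean activation of all tested compounds plus 3 SD, per screening run, cut at about 20% in these data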;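 further: signal is peak over basal fluorescence ratio across a 100 second FLIPR read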
Target sequence (P37288 whole entry, looked up): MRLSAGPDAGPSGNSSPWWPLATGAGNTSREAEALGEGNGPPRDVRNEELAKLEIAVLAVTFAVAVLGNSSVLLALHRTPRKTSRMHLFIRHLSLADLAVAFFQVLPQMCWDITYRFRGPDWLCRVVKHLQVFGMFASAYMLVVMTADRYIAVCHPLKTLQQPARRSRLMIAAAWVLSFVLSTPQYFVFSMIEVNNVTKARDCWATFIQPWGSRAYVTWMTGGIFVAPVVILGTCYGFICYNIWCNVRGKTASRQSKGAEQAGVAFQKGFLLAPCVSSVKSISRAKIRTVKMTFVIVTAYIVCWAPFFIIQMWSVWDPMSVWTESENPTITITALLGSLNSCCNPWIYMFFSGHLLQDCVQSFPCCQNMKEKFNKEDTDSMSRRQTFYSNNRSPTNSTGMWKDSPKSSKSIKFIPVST
M1 PAM parental: M1 PAM counterscreen hit in parental CHO-K1 cells; activation, % at 3 µM; ATP EC20, Fluo-8 calcium fluorescence; 0% at ATP EC20, 100% at ATP max; hit rate 0.02% among 360,000; AID 602247;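 active means activation above the run cutoff, the mean activation of all test compounds plus 3 SD, cut at about 40% in these data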;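 further: peak over basal fluorescence ratio in a 140 s read after ATP addition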
TAAR1 ag: agonists of human TAAR1. Q96RJ0. CHO RD-HGA16 TAAR1, Fluo-8 calcium fluorescence; vehicle wells 0%, saturating PEA agonist 100%. activation, % at 3 µM. hit rate 0.99% among 360,000;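 active means activation above the mean activation of all test compounds in the run plus 3 SD, cut at about 38% in these data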
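Test system: RD-HGA16 (CHO) cells co-expressing Gα16 and hTAAR1 / Benchmarks: DMSO vehicle as 0%, PEA at EC100 as 100% / Repeats: no replicates (n 1) / Measure: % activation from peak over basal fluorescence ratio, DMSO-to-PEA scaled / Timing: 17-24 h plating, Fluo-8 75 min 37 °C, 30 min RT / Technique: kinetic Fluo-8 calcium fluorescence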
An asterisk follows results filed as active; / = not tested or not shown. Hits appear at their usual frequency. Share with any hit: about 3.3%.

SMILES	TAAR1 antagonist	OXTR potentiate	CHO parental Ca	CHO-K1 Ca ag	CHRM1 agonist	CHO-K1 Ca antag	V1aR counter	M1 PAM parental	TAAR1 ag
CCOC(=O)c1[nH]cnc1C(=O)N[C@@H](C)c1ccccc1	1	-3	-2	0.2	-3	-12	-0.2	10	11
CN(CC(=O)Nc1ccc(Cl)cc1)C(=O)c1ccc(COc2ccccc2)cc1	3	-7	-1	0.6	-2	-5	2.5	-8	8
Cc1ccc(-n2c(=O)c3c4c(sc3n3c(C)nnc23)COC(C(C)C)C4)cc1 (centres undefined)	2	-5	-12	-0.2	-5	-3	-0.9	13	9
Cc1cc(C(=O)Nc2ccc(Cl)cc2)c(C)n1-c1ccccc1	14	-10	-19	0.5	-4	-5	-0.7	1	1
O=C(Nc1sc2c(c1C(=O)O)CCCCC2)c1cccs1	-16	9	1	0.4	-5	-15	0.6	21	-2
Fc1ccc(CSc2ncnc3sc4c(c23)CCCC4)cc1	-15	-2	-20	0.5	-5	-5	0.1	14	0
OC(c1ccccc1)(c1ccccc1)C1CCN(CCCOc2cccc(OC(F)(F)F)c2)CC1	37	/	/	3.7	/	-6	/	4	20
COc1cc(/C=N/N=C2/SCC(=O)N2c2ccc(O)cc2)ccc1O	32	-8	7	3.9	3	2	4.3	18	15
COCc1c(C(=O)N2CCN(S(=O)(=O)c3ccccc3Cl)CC2)oc2ccccc12	26	-7	-20	3.3	-2	-7	1.9	-3	5
COc1ccc(N)cc1S(=O)(=O)Nc1ccccc1Cl	-30	3	-9	-0.4	-3	22	1.1	-7	0
COc1ccc2c(C)cc(SCC(=O)Nc3ncc(Cl)cc3Cl)nc2c1	2	0	-15	0.2	-3	-11	-0.4	22	2
COc1ccc(-c2cc(C(F)F)n3ncc(C(=O)N4CCN5CCCC5C4)c3n2)cc1 (centres undefined)	-4	3	-10	-0.8	-7	-5	-2.3	-1	-3
O=C(Nc1ccccc1)N1CCc2ccccc2C1	20	-8	-17	-0.2	-4	18	0.3	-7	48*
CS(=O)(=O)N1N=C(c2ccc3nccnc3c2)CC1c1ccccc1 (centres undefined)	13	-2	-12	3.6	-2	-9	3.0	12	1
COc1ccccc1NC(=O)CNC(=O)c1ccc([N+](=O)[O-])cc1	-6	-9	6	0.0	1	8	-0.6	-22	2
O=C(NCCc1ccccc1)C(=O)N/N=C/c1ccccc1C(F)(F)F	-11	0	-18	-0.5	1	4	-0.5	-7	-1
N=C1/C(=C/c2ccco2)C(=O)N=C2SC(CC(=O)N3CCCC3)=NN12	-21	-8	6	0.1	0	-4	1.8	15	1
Cc1ccc(NC(=O)C(=S)NCc2ccco2)cc1	2	-11	-15	0.6	-3	-11	-0.1	23	25
Cc1nc(-c2ccccc2)sc1C(N)=O	-2	-6	-20	0.3	-3	-16	0.0	22	14
O=S(=O)(c1cccs1)N1CCN(Cc2cccc(F)c2)CC1	-7	-5	-11	0.5	-5	1	-0.5	3	-2
CCOC(=O)CSc1nc(C)nc2c1sc1nc(C)c(C(C)=O)c(-c3ccc(OC)cc3)c12	0	-14	-1	0.1	-2	-3	1.6	-4	0
O=C(CN(C(=O)c1csnn1)c1cccc(Cl)c1)NCCc1ccccc1	-10	-7	-9	0.4	1	-7	-1.1	-13	1
O=[N+]([O-])c1ccccc1/C=C/C=N/Nc1ccc(S(=O)(=O)Nc2ccc(Cl)cc2)cc1[N+](=O)[O-]	-21	-16	5	0.1	-1	-6	-1.4	11	0
C=CCNC(=O)c1ccc2nc(-c3ccccc3)c(-c3ccccc3)nc2c1	30	-17	-3	2.1	-1	-4	1.1	4	6
COCCn1c(-c2ccc(Cl)cc2)nc2oc3cc(OC)ccc3c(=O)c2c1=O	-21	-6	-10	0.6	-2	-7	-0.7	14	-3
COc1ccc(S(=O)(=O)Nc2cc3[nH]c(=O)oc3cc2C)cc1	-17	-15	0	1.8	1	-3	1.1	14	4
COc1cccc(C(NC(C)=O)c2nc(-c3cccc(C(C)C)c3)cs2)c1 (centres undefined)	-14	/	/	0.5	-3	-15	/	8	12
C/C(=N/NC(=O)c1cccs1)c1cccc(N)c1	-21	-5	3	0.5	0	-9	-0.7	20	3
COc1ccc(NC(=O)C2CCC(=O)N2S(=O)(=O)c2ccc(C)cc2)cc1Cl (centres undefined)	-23	-11	-17	2.0	-3	-22	-0.7	6	0
COc1ccc(OC)c(N=C2C(=O)Nc3ccccc32)c1	6	-4	-10	-0.1	-6	5	-0.7	-2	9
O=C(O)c1cccc(NC(=O)C2CCCO2)c1 (centres undefined)	3	-5	-4	0.3	0	-9	0.6	15	9
CCOC(=O)c1c(CC(C)C)csc1NC(=O)COC(=O)C1=NNC(=O)CC1	20	-8	1	1.2	-4	-6	-1.3	4	7
Nn1c(CN2CCCCC2)nc2ccccc2c1=O	-4	3	-7	-0.1	-8	-8	0.1	0	2
C/C(=N\NC(=O)c1ccc2c(c1)OCCO2)c1ccccc1	-14	-4	-13	0.1	-2	-5	0.5	-3	2
O=C(Nc1nc2ccccc2s1)c1cccc(N2C(=O)CCC2=O)c1	13	-14	-9	5.8	1	-5	2.1	4	17
COc1ccc(NC(=O)N2CCCC2C(=O)Nc2ccc(C)c(Cl)c2)cc1 (centres undefined)	-12	-14	-30	0.0	-5	-1	2.4	4	11
Cc1ccc([C@H]2N[C@]3(CCCN(Cc4ccc(Br)cc4)C3=O)[C@H]3C(=O)N(Cc4ccccc4)C(=O)[C@@H]23)cc1	0	/	/	2.0	-4	-14	/	3	2
O=C(CN1C(=O)NC2(CCCC2)C1=O)NNC(=O)c1ccc(Br)cc1	-27	-6	9	0.1	2	-1	0.6	3	1
COc1cccc(/C=C/C(=O)OCC(=O)NC(=O)NC2CCCC2)c1	-16	0	-29	0.1	-2	-16	-0.4	11	12
COc1ccc(C2(C(=O)Nc3ccc(C)cc3)CCOCC2)cc1	0	0	-15	0.2	-4	-14	-1.1	17	1
O=C(Nc1nnc(-c2cccnc2)o1)c1cccc(Cl)c1	-23	0	-3	0.4	-4	-14	0.4	10	4
O=C(Cc1ccc(F)cc1)N[C@@H]1c2ccccc2CC[C@H]1OCc1ccccc1	14	/	-18	0.6	-7	-21	/	15	2
COc1cc(NC(=O)/C=C/c2ccccc2)c(C(=O)O)cc1OC	-6	0	0	0.1	-1	-2	0.3	4	15
CCNC(=O)NC(=O)CSc1ccc(S(=O)(=O)N(C)C2CCCCC2)cn1	-5	-8	-14	4.6	0	-1	-0.1	-13	-2
COc1ccc(CCNC(=O)CSc2ccc3nnc(CCNC(=O)c4ccccc4)n3n2)cc1OC	-29	-4	-4	6.4	-3	5	0.2	-1	1
O=C1C2C(c3ccccc3)CC=CC2[C@H](c2ccoc2)N1Cc1ccccc1 (some centres undefined)	6	-7	-26	-0.8	-5	6	-1.3	17	12
Nc1c(S(=O)(=O)c2ccccc2)c2nc3ccccc3nc2n1/N=C/c1ccco1	6	1	-5	0.4	-2	26*	-0.2	-6	2
Cc1ccccc1NC(=O)c1[nH]cnc1C(=O)NN	-22	-6	-6	0.0	-1	0	-0.8	-6	2
CC(C)c1ccccc1-n1c(-c2cccnc2)n[nH]c1=S	-1	-1	3	0.6	-6	-13	0.9	12	-1
CCN(CC)c1ccc(NC(=O)C2CCCN(S(=O)(=O)c3cccnc3)C2)c(C)c1 (centres undefined)	-4	-1	-11	-0.2	-4	19	0.4	-6	1
CC1(C)CC(=O)C(C(c2cccc([N+](=O)[O-])c2)C2C(=O)CC(C)(C)CC2=O)C(=O)C1	-5	0	-14	0.1	-4	-16	-0.8	19	0
COCCNc1cc(NCCOC)c([N+](=O)[O-])cc1[N+](=O)[O-]	11	-7	-9	7.3	-7	-1	-0.2	23	1
COc1ccc(CN2C(=O)C(C)Nc3ncnc(N4CCOCC4)c32)cc1 (centres undefined)	0	-2	-20	0.9	-5	-11	0.8	15	3
COc1cccc(-n2c(=O)n(Cc3ccccc3)c(=O)c3[nH]cnc32)c1C	-9	-7	-6	1.6	1	-1	1.3	-8	11
Cc1cccc(C)c1NC(=O)N1C2CCC1CC(O)(c1cccnc1)C2 (centres undefined)	-37	-4	-4	0.3	-3	2	0.9	-1	3
COc1cc(NC(=O)Cn2cnc(S(=O)(=O)N3CCC(C)CC3)c2)cc(OC)c1OC	-11	0	-4	0.2	-2	-6	0.3	-5	6
O=C(CSC1=Nc2ccccc2C2=NC(c3ccccc3)C(=O)N12)NCC1CCCO1 (centres undefined)	/	2	-18	0.7	-4	0	0.7	14	/
CCCC1NC(=O)c2cccnc2-n2c1nc1ccccc1c2=O (centres undefined)	-9	/	/	-0.5	3	6	/	8	2
O=C1NC(Cc2ccccc2)c2nc3ccccc3c(=O)n2-c2ncccc21 (centres undefined)	-6	/	/	0.2	-6	-8	/	19	2
CC(=O)c1cccc(NC(=O)CN(C)Cc2ccc(OC(F)F)cc2)c1	-6	-3	-20	2.6	-3	-11	2.1	11	-1
Further entries:
SMILES	TAAR1 antagonist	OXTR potentiate	CHO parental Ca	CHO-K1 Ca ag	CHRM1 agonist	CHO-K1 Ca antag	V1aR counter	M1 PAM parental	TAAR1 ag
Cc1cc(C)cc(NC(=O)CSc2nc(N)c(NC(=O)c3cccs3)c(=O)[nH]2)c1	-23	-5	-2	2.0	-3	7	-0.2	11	1
Cc1oc(C(C)(C)C)cc1C(=O)NCc1ccc2c(c1)OCO2	-13	-4	-13	4.4	-2	-2	2.8	12	3
O=C(c1cccc2ccccc12)N1CCN(CC2CC=CCC2)CC1 (centres undefined)	-4	-2	-11	3.1	-10	-9	0.1	8	11
O=C(Nc1nc2ccc([N+](=O)[O-])cc2s1)c1ccncc1	-11	-7	3	1.2	0	-7	4.2	-6	8
COCCn1c(COc2ccccc2)nnc1SCC(N)=O	11	/	/	0.4	2	-13	/	-6	9

As entered above:
CHO-K1 Ca ag with Cc1ccc(-n2c(=O)c3c4c(sc3n3c(C)nnc23)COC(C(C)C)C4)cc1 (centres undefined) = -0.2
CHO parental Ca with CC1(C)CC(=O)C(C(c2cccc([N+](=O)[O-])c2)C2C(=O)CC(C)(C)CC2=O)C(=O)C1 = -14
CHO-K1 Ca ag with COc1ccc(S(=O)(=O)Nc2cc3[nH]c(=O)oc3cc2C)cc1 = 1.8

Assay outcomes from PubChem BioAssay.
